Compound activity deposited in PubChem BioAssay by Sanford-Burnham Center for Chemical Genomics.
UPR XBP1 act = activators of adaptive arm of unfolded protein response (XBP1) | 330,000 compounds, 0.33% hits | activation, % at 20 µM | CHO-XBP1 luciferase reporter, IRE1-XBP1 UPR activation, luminescence; percent of tunicamycin response, DMSO as zero;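 active = versus positive control, 20 µM dose yields 30% or more activation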;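 note: 100% = tunicamycin at 10 µg/mL and 0% = DMSO only wells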
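Material – CHO cell line with stable XBP1 luciferase reporter · Buffer or medium – F12 plus 10% FBS · Compound – single point, 20 µM final compound, 1% DMSO · Schedule – 16-18 h cell attachment at 37 °C, then 6 h compound exposure · Signal – Steady-Glo luminescence read · Benchmarks – high control tunicamycin 10 µg/mL final, low control DMSO vehicle only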
tim23-1 inh = tim23-1 yeast growth inhibition | S. cerevisiae tim23-1 growth, BacTiter-Glo luminescence, 24 h | inhibition, % at 20 µM | 330,000 compounds, 1.3% hits;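 active = growth inhibition of the mutant yeast at or above 50%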;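 note: temperature-sensitive mutant grown at 25 °C; plate controls were DMSO-treated mutant yeast for no effect and medium wells lacking yeast for full effect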
APJ ag = agonists of human APJ apelin receptor; P35414; CHO-K1 APJ PathHunter beta-arrestin, luminescence; 0% DMSO wells, 100% apelin; activation, % at 20 µM; 330,000 compounds, 0.11% hits; AID 2520;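 active = activation more than six SD over the plate average, tested at 20 µM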;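 note: 0% = DMSO alone and 100% = apelin-13 at 10 nM; some results filed as inactive read as strong as hits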
Target sequence (P35414 whole entry, looked up): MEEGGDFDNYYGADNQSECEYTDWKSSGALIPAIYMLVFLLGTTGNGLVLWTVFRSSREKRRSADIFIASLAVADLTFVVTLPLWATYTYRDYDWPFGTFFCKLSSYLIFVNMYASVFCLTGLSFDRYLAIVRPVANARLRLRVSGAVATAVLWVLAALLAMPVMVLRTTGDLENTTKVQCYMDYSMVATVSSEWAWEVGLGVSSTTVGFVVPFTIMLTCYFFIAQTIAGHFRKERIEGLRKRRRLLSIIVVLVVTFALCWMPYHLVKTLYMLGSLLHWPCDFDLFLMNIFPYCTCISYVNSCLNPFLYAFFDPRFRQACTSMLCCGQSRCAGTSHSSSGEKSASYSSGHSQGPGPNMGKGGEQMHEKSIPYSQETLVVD
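Test system: CHO-K1 APJ beta-arrestin complementation cell line | Compound: Single test compound dose, 20 µM final, 1% DMSO | Incubation: Compound 90 min 25 °C, reagent 1 h | Measured by: beta-gal luminescence | Read-out basis: APJ–arrestin association signal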
Mdm2-MdmX inh = inhibitors of human Mdm2/MdmX interaction; inhibition, % at 8 µM; SaOS-2 split-luciferase Mdm2/MdmX complementation, luminescence; 330,000 compounds, 3% hits; O15151+Q00987;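 active = inhibition of at least 50% at 8 µM in the primary screen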
CHOP UPR activ = activators of apoptotic arm of unfolded protein response (CHOP); CHO-CHOP luciferase reporter, UPR activation, luminescence; percent of tunicamycin response over DMSO baseline; activation, % at 10 µM; 330,000 compounds, 0.34% hits;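 active = at 10 µM dose, activation of 40% or more, normalized to positive control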;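 note: 100% = tunicamycin at 10 µg/mL and 0% = DMSO alone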
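Assay system: CHO-CHOP cells, stable luciferase reporter of PERK-eIF2a-CHOP signalling / Buffer or medium: F12 plus 10% serum / Compound dosing: one dose, 10 µM in 0.5% DMSO / Times: 6 h compound treatment, 37 °C / Technique: luciferase luminescence / Read-out: % reporter activation, DMSO baseline versus tunicamycin full activation / Benchmarks: tunicamycin and DMSO controls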
697 NFkB inh = lowers PMA/ionomycin-induced NF-kB signal in 697 B cells; 697 B-cell NF-kB luciferase reporter, 16 h; inhibition, % at 4 µM; 330,000 compounds, 0.33% hits; in the data active = inhibition above about 35%
Jurkat NFkB inh = lowers PMA/ionomycin-induced NF-kB signal in Jurkat cells; PMA/ionomycin-induced NF-kB luciferase reporter, luminescence; inhibition, % at 4 µM; 330,000 compounds, 0.53% hits; AID 435003; in the data active = inhibition above about 50%
APJ antag = blocks the human apelin receptor APJ; AID 2521; 330,000 compounds, 0.32% hits; CHO-K1 APJ beta-arrestin complementation, luminescence; inhibition, % at 20 µM; P35414;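 active = inhibition above about 40% at 20 µM, limit read from the data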;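 note: cells challenged with 10 nM apelin-13 agonist together with compound; plate controls were apelin-13 plus DMSO wells for no effect and DMSO wells lacking apelin-13 for full effect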
* marks the source's active call; other numbers are inactive results.

SMILES	UPR XBP1 act	tim23-1 inh	APJ ag	Mdm2-MdmX inh	CHOP UPR activ	697 NFkB inh	Jurkat NFkB inh	APJ antag
O=C(NCc1c[nH]c2ccccc12)c1ccccc1	2	14	3	1	0.0	-44	-43	0
CC(C)N1CCN(Cc2cccn2-c2ccccn2)CC1CCO (centres undefined)	-1	10	-3	-4	-0.7	13	-1	0
CCCN1CCN(CCCNC(=S)Nc2ccc(OC)cc2)CC1	-4	-1	-2	-9	-1.1	10	12	-3
COc1ccc(C(=O)N2CCc3ccc(NC(=O)c4ccccn4)cc3C2)cc1F	-4	52*	1	-5	2.6	-64	-23	-25
O=C(CSc1ncc(-c2ccc(F)cc2)[nH]1)Nc1cccc(O)c1	2	10	-1	21	-0.5	-1	2	5
COc1cc(/C=C2\SC(c3ccc(C)cc3)=NC2=O)cc(OC)c1O	2	53*	-11	-6	5.1	3	10	56*
O=C(O)C1CCCCC1C(=O)Nc1ccc(-c2ccccc2)cc1 (centres undefined)	0	-3	-2	0	2.7	2	-12	1
C[C@H](CO)N1C[C@H](C)[C@@H](CN(C)C(=O)NC2CCCCC2)Oc2ccc(NS(C)(=O)=O)cc2C1=O	0	0	-1	5	2.0	-1	-11	-1
CCN(CC)c1nc(Oc2ccc(C(=O)OC)cc2)nc(N2CCOCC2)n1	-1	16	-1	14	0.8	-22	0	-8
O=C(COC(=O)c1cccs1)Nc1ccccc1C(F)(F)F	-1	2	-3	-7	-0.5	14	-2	5
CCN(c1ccccc1)S(=O)(=O)c1cc(CN2C(=O)c3cccnc3C2=O)ccc1OC	-6	12	0	19	1.5	15	7	14
COC(=O)c1ccc(Cl)c(NC(C)=O)c1	0	-12	-4	28	-1.6	6	1	14
CCCOC(=O)Nc1sc2c(c1C(=O)OCC)CCC2	-4	17	-6	12	-0.9	6	12	6
Cn1c(=O)c2c(-c3ccccc3)n(Cc3cccnc3)cc2n(C)c1=O	-4	-4	-3	26	-0.6	10	-1	-4
Cc1cc(C)cc(NC(=O)COC(=O)CCC2CCCC2)c1	0	27	-1	19	1.4	6	-4	-2
O=C(NN=Cc1c(O)ccc2ccccc12)c1ccc2c(c1)OCO2	4	6	-3	88*	0.4	-16	67*	13
NS(=O)(=O)c1ccc(CNC(=S)Nc2ccc(Cl)c(Cl)c2)cc1	-4	3	-1	-1	-2.1	2	-14	-27
COc1ccc(C(=O)NNC(=O)C(=O)NCc2ccccc2)cc1	4	-7	0	11	1.0	15	10	9
COC(=O)[C@@H](NC(=O)N(C1CCCCC1)C1CCCCC1)C(C)C	-3	42	-5	17	-1.0	17	-3	24
Cc1ccc(C(=O)NCC(=O)OCC(=O)Nc2ccc3[nH]c(=O)[nH]c3c2)cc1	-1	5	6	9	2.4	12	1	23
COc1ccccc1CC(=O)Nc1ccc(-c2noc(COc3cccc(C)c3C)n2)cc1	-3	-13	-3	-17	1.0	9	8	-3
CC(=O)c1cc2c(cc1NC(=O)c1ccc(C)cc1)OCO2	-1	13	2	-22	3.0	-12	11	-4
CCCCSc1nc2sc3c(c2c(=O)[nH]1)CCC3	2	9	0	2	-1.0	-8	2	13
CSc1nc2[nH]c3c(c2c2nnnn12)CCCC3	-1	33	5	-3	0.7	-40	-10	6
CC1(C)Cc2c(cnn2-c2ccc(F)cc2)C(NC(=O)C2CCC2)C1 (centres undefined)	-5	32	-2	8	-0.8	-31	-1	19

Single entries from the list.
Entry of `O=C(NCc1c[nH]c2ccccc12)c1ccccc1` under Mdm2-MdmX inh: 1
Entry of `O=C(COC(=O)c1cccs1)Nc1ccccc1C(F)(F)F` under UPR XBP1 act: -1
Entry of `O=C(O)C1CCCCC1C(=O)Nc1ccc(-c2ccccc2)cc1` (centres undefined) under tim23-1 inh: -3
Entry of `C[C@H](CO)N1C[C@H](C)[C@@H](CN(C)C(=O)NC2CCCCC2)Oc2ccc(NS(C)(=O)=O)cc2C1=O` under APJ antag: -1
Entry of `COc1ccc(C(=O)NNC(=O)C(=O)NCc2ccccc2)cc1` under Mdm2-MdmX inh: 11
Entry of `CSc1nc2[nH]c3c(c2c2nnnn12)CCCC3` under Jurkat NFkB inh: -10

Following part.
SMILES	UPR XBP1 act	tim23-1 inh	APJ ag	Mdm2-MdmX inh	CHOP UPR activ	697 NFkB inh	Jurkat NFkB inh	APJ antag
COCCCN1C(=O)C2C(C(=O)Nc3cccc(Cl)c3)C3C=CC2(O3)C1C(=O)NC1CCCCC1 (centres undefined)	-1	-2	-6	1	0.7	4	-11	6
Cc1noc(C)c1S(=O)(=O)N1CCC(Cc2ccccc2)CC1	0	19	2	-31	-0.7	-7	2	1
O=C(c1ccc(F)cc1)N1CCN(C2=NS(=O)(=O)c3ccccc32)CC1	3	6	0	-2	-0.2	8	10	16
COc1ccccc1N(C(=O)c1ccco1)C(C(=O)NC1CCCC1)c1ccc(N2CCOCC2)cc1 (centres undefined)	-3	9	-2	0	-0.8	-26	-33	16
O=C(NC1CCN(S(=O)(=O)c2ccc(F)cc2)CC1)c1cccc(F)c1	-6	-4	2	-2	-2.8	1	-3	1
Cc1cc(C)cc(NC(=O)CSc2nc3ccccc3nc2N2CCCCC2)c1	-4	31	-2	-12	0.7	-3	31	10
CCC(=O)Nc1cc(-c2nn(CC(=O)N3CCCCC3)c(=O)c3ccccc23)ccc1N1CCOCC1	0	9	1	7	0.0	14	-5	12
CC(=O)C[C@H](O)CC(=O)[C@H]1OC(=O)[C@@H](C)C/C=C\Cc2ccccc21	2	23	-3	31	0.3	13	8	-12
O=C(O)Cn1c(-c2ccccc2)cc2ccccc21	-4	10	-3	14	-0.1	-2	-16	2
CCN(CC)c1ccc(NC(=O)CSc2nc3nc(C)cc(C)c3c(=O)[nH]2)cc1	-1	4	3	7	1.0	-11	9	4
C=CCn1c(=O)c2c(nc3n2CC(C)CN3CCc2ccccc2)n(C)c1=O (centres undefined)	1	21	-2	12	0.7	-12	1	14
Cc1ccc(S(=O)(=O)NCC(=O)N/N=C/c2ccc(Cl)cc2Cl)cc1	1	-7	0	19	-0.6	8	-5	-1
Cc1cc(=O)oc2cc(OCC(=O)N3c4ccccc4NC(=O)C3(C)C)ccc12	-1	1	-3	2	1.3	11	-3	-2
CC(C)(C)NC(=O)c1ccccc1-c1nc(-c2ccccc2Cl)no1	-1	36	-2	-6	3.2	-9	-2	6
COCCNC(=O)c1ccccc1N(Cc1ccccc1)S(=O)(=O)c1ccc(C)cc1	-2	30	-4	0	0.9	-7	-14	13
O=C(CSc1nnc(C2COc3ccccc3O2)o1)N1CCCCC1 (centres undefined)	-1	22	-2	-44	0.5	6	-3	-14
O=C(/C=C/c1ccccc1Cl)c1cccnc1	3	15	0	13	1.6	8	3	16
Cc1noc(C)c1S(=O)(=O)N(CC(=O)O)c1ccc2c(c1)OCO2	-2	8	0	-4	-0.5	13	-2	9
O=C(CCCN1CCOC(c2ccccc2)C1)c1ccc(F)cc1 (centres undefined)	-3	1	1	-27	0.8	-28	-4	-17
Cc1ccc(Oc2ncccc2NC(=O)CC2(CC(=O)O)CCCC2)c2c1CCC2	-3	-9	-2	23	2.4	10	2	9
O=C(N/N=C/c1cccs1)c1cncc(Br)c1	4	-12	0	24	-1.3	9	5	6
NS(=O)(=O)c1ccc(Nc2ccc3cc(S(=O)(=O)N4CCCCC4)ccc3n2)cc1	-2	-3	13	8	0.0	-19	5	-29
O=[N+]([O-])c1cccc(-c2nnc(-c3ccccc3)o2)c1	1	-9	-2	-77	3.9	-66	-66	-4
Cc1cc(NC(=O)CCN2CCC(C)CC2)ccc1Br	-2	8	-3	1	-0.5	-1	8	8
CCCCOP(=O)(c1ccc(N(C)C)cc1)C(O)c1ccc(C(C)C)cc1 (centres undefined)	0	29	-1	23	-2.4	-5	-12	7
SMILES	UPR XBP1 act	tim23-1 inh	APJ ag	Mdm2-MdmX inh	CHOP UPR activ	697 NFkB inh	Jurkat NFkB inh	APJ antag
CCOC(=O)c1sc(N/N=C/c2cccc(C)c2)nc1C	7	14	-4	-78	5.3	-86	-50	-3
COc1ccc2[nH]c(CN3CCC(CO)(CCOc4ccccc4)CC3)c(C)c2c1	0	0	-1	41	0.5	7	-11	-49
CC(C)c1ccc(NC(=O)C2CCCCN2S(=O)(=O)c2ccccc2)cc1 (centres undefined)	1	37	0	20	-1.1	-16	-28	-1
COC(=O)C(NC(=O)c1ccco1)(Nc1cc(C)ccn1)C(F)(F)F (centres undefined)	1	5	6	-19	1.1	-11	13	-6
COC(=O)Nc1ccc(S(=O)(=O)Nc2ccc(O)cc2)cc1	-4	11	-3	-7	-1.0	0	8	4
CCOC(=O)c1nnn(-c2nonc2N)c1-c1ccc(Cl)cc1	-4	20	-3	-10	-0.5	-8	-3	-24
COc1ccc(N2CCN(C(=O)C(NC(=O)c3c(F)cccc3F)C(C)C)CC2)cc1 (centres undefined)	-4	23	-5	9	-0.7	-14	-32	21
CC(C)(C)C(O)CN1CCCC1 (centres undefined)	0	9	-2	9	0.3	9	-2	22
Cc1cc(C)cc(C(=O)Nn2cnnc2)c1	-3	3	1	-20	1.5	-7	-6	6
COc1ccc(OC)c(-n2nnnc2SCC(=O)N2CCN(C(=O)c3ccco3)CC2)c1	-1	13	-3	-5	3.2	3	-15	-1
O=C(NCCc1c[nH]c2ccccc12)C(=O)NCC1OCCCN1S(=O)(=O)c1ccccc1 (centres undefined)	-2	-3	-2	3	0.3	3	6	-4
Cc1cc(C)c[n+](CC(=O)c2ccc(C)c([N+](=O)[O-])c2)c1	-5	-5	-2	-4	-1.9	-11	-8	-14
Cc1nc(CS(=O)(=O)c2ccccc2)cc(Sc2ccccc2Cl)n1	0	29	-3	19	5.9	-31	-26	22
Cn1nccc1C(=O)OCC(=O)Nc1ccc(S(N)(=O)=O)cc1	-4	-10	-3	31	-0.6	5	1	30
CCN(CC)C(=O)Cn1cc(C(=O)C(=O)N2CC=C(c3ccccc3)CC2)c2ccccc21	0	7	-1	10	0.0	10	-2	-3
Cc1ccccc1NC(=S)NC(NC(=O)C(C)(C)C)C(Cl)(Cl)Cl (centres undefined)	-3	4	0	7	-0.8	13	-3	15
O=[N+]([O-])c1cc([N+](=O)[O-])c2nonc2c1Nc1ccc(O)cc1	-2	23	0	31	1.4	-14	3	7
Cc1cc(=O)oc2c(C)c(OCC(=O)N(C)C)ccc12	-3	6	-2	8	-4.0	22	5	-2
O=C(NCc1ccco1)c1ccc2c(c1)N(Cc1ccc(Cl)cc1)CCS2	-4	30	0	19	0.2	19	7	-4
O=C(Nc1ccc(Oc2ccccc2)nc1)C1CCCCN1Cc1ccco1 (centres undefined)	-1	14	-1	65*	1.7	-65	53*	4
COC(=O)Cc1cc(=O)n2[nH]cnc2n1	0	23	-5	15	-3.3	18	-18	-11
CCCCSc1nc2c(cnn2-c2ccc(F)cc2)c(=O)[nH]1	6	20	0	3	2.3	-4	-9	-62
COC(=O)CSc1nc2c(c(=O)[nH]c(=O)n2C)n1CCC(C)C	-2	-3	-2	2	-2.1	-5	-8	12
O=C(Nc1ccc(F)cc1F)N1CCN(C/C=C/c2ccccc2)CC1	-4	5	-4	-54	0.7	2	0	-73
CC(=O)CC(=O)Nc1cccc2c1CCCC2	0	24	-1	-6	-1.6	-3	-29	-7

Marked active in Jurkat NFkB inh (from the list above):
| canonical_smiles | UPR XBP1 act | APJ ag | Mdm2-MdmX inh | 697 NFkB inh | Jurkat NFkB inh | APJ antag |
| --- | --- | --- | --- | --- | --- | --- |
| O=C(NN=Cc1c(O)ccc2ccccc12)c1ccc2c(c1)OCO2 | 4 | -3 | 88* | -16 | 67* | 13 |
| O=C(Nc1ccc(Oc2ccccc2)nc1)C1CCCCN1Cc1ccco1 (centres undefined) | -1 | -1 | 65* | -65 | 53* | 4 |
